D1 agonist: agonists of human D1 dopamine receptor. activation, % at 2 µM. 1% of 360,000 active. P21728. AID 504660. HEK293 T-REx D1 cells, calcium flux, agonist mode; in the data active = activation above about 30%; also: 0% is about no effect
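Agonism was scored from calcium flux recorded over 180 s (1 read/s) after pintool compound addition, following a 10-cycle baseline. Cells were inducible force-coupled HEK293 TREx D1, plated overnight at 30 C and loaded with no-wash calcium dye.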
TRHR ag: agonists of human TRH receptor; P34981; TRHR cells, calcium flux fluo-8, FDSS agonist mode; activation, % at 2 µM; 0.18% of 360,000 active; in the data active = activation above about 30%; also: 0% is about no effect
Target sequence (P34981 whole entry, looked up): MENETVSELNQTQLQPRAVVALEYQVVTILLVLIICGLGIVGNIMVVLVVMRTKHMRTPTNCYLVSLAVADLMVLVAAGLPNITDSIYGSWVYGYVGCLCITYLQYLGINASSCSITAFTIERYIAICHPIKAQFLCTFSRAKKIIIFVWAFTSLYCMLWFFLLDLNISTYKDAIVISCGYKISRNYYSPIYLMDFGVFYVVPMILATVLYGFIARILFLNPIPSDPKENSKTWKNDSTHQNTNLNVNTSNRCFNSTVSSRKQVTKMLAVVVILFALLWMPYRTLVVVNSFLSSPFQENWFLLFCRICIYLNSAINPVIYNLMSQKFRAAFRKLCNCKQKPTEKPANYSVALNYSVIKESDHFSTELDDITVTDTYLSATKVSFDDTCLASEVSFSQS
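TRHR-expressing cells, plated overnight in medium with 10% serum, were loaded with fluo-8 calcium dye at room temperature. After a 10 s baseline, library compound was pin-added and calcium release was recorded kinetically (ex 480/em 530) as agonist response.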
RXFP1 agonist: agonists of human relaxin receptor RXFP1; 0.3% of 370,000 active; Potency, µM (series often up to 57.5 µM), without a hit: at the top dose activation, most hits filed as activators; Q9HBX9; HEK293T-RXFP1 cAMP TR-FRET, 30 min; response scale: percent of porcine relaxin response, buffer zero; also: potency is read from the fitted curve at half-maximal effect; % is scaled to controls: 0 for no effect and ±100 for the full control effect; nearly all actives have a fitted effect of over 60% in size; many of its hits are not listed in these tables
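Agonist response is measured as cAMP accumulation in an RXFP1-transfected HEK293T line under PDE4 inhibition. Values are scaled between buffer-only and 29 nM porcine relaxin, and EC50s come from standard Hill equation fits.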
Anesthetic bind: candidate novel general anesthetic via apoferritin binding; Potency, µM (doses to about 77.5 µM), for the others: at the highest dose activity change, negative = displacement, actives largely listed as inhibitors; apoferritin/1-aminoanthracene competitive binding, fluorescence; 0.074% of 350,000 active; P02791; also: potency is read from the fitted curve at half-maximal effect; % is scaled to controls: 0 for no effect and ±100 for the full control effect; nearly all actives have a fitted effect of over 20% in size
Target sequence (P02791 2-175 limits assumed): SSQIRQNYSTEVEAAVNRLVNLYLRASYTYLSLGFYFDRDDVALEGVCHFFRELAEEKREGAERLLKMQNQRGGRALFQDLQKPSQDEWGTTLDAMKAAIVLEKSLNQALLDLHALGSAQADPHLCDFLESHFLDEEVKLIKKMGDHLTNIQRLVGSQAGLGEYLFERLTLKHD
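Apoferritin-based anesthetic binding model; compound displacement of fluorescent 1-AMA measured as endpoint fluorescence after 10 minutes at room temperature, scaled to free-ligand and complex controls.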
RXFP1 antagonist: antagonists of human relaxin receptor RXFP1 | activity change, negative = inhibition, % at 57.5 µM | HEK293-RXFP1, relaxin-stimulated cAMP HTRF, 30 min; hits give low values | AID 1259400 | 0.59% of 350,000 active | Q9HBX9;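 active = activity change of -60% or lower, but not beyond a set lower limit; inconclusive = change between -60% and -40%, or beyond the set limit; inactive = change above -40%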; also: % is scaled to controls: 0 for no effect and ±100 for the full control effect
TRHR PAM: allosterically enhances the human TRH receptor; P34981; TRHR cells, fluo-8 calcium fluorescence, EC20 TRH enhancement; enhancement, % at 2 µM; 0.66% of 360,000 active; AID 493056; in the data active = enhancement above about 30%; also: 0% is about no effect
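TRHR-expressing cells loaded with fluo-8 calcium dye were read kinetically (ex 480/em 530) during compound addition, then stimulated with an EC20 of TRH (10 nM final). Enhancement of the Gq-mediated intracellular calcium response was scored.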
D1 antag: blocks dopamine activation of the human D1 receptor. 3.2% of 360,000 active. HEK293 TREx D1 cells, calcium flux, dopamine EC80; hits give low values. activity change, negative = inhibition, % at 10 µM. P21728; in the data active = activity change below about -30%; also: % is scaled to controls: 0 for no effect and ±100 for the full control effect
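HEK293 T-REx cells expressing inducible, force-coupled D1 receptor; no-wash Ca dye, 30–90 min RT. Cmpd → 180 s read at 1 Hz → EC80 DA → 180 s read.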
D1 potentiator: potentiators of human D1 dopamine receptor. P21728. potentiation, % at 10 µM. 0.036% of 360,000 active. HEK293 TREx D1 cells, calcium flux, dopamine EC20 potentiation; in the data active = potentiation above about 30%; also: 0% is about no effect
D2 potentiator: positive allosteric modulators of human D2 dopamine receptor | potentiation, % at 10 µM | P14416 | HEK293 T-REx D2, calcium flux, EC20 dopamine potentiation | 0.34% of 340,000 active | AID 485347;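 active = potentiation over 3 SD above the plate norm, cut at about 30% in these data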; also: 0% is about no effect
Target sequence (P14416 whole entry, looked up): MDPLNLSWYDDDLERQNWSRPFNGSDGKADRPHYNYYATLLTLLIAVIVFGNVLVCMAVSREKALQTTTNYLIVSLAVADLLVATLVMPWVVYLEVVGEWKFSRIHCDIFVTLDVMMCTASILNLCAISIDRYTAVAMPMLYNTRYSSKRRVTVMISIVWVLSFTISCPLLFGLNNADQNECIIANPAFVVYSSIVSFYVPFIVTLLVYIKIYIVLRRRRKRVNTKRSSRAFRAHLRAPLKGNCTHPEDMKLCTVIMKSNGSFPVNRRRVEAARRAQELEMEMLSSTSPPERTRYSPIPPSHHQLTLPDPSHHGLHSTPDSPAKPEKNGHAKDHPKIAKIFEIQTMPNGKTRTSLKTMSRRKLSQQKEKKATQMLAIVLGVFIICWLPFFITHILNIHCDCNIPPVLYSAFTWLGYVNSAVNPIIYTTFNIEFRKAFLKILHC
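Using a no-wash calcium dye in inducible, force-coupled HEK293 Trex cells expressing D2, we tracked fluorescence each second for 180 s after compound, then for 180 s after EC20 dopamine to detect augmented signalling.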
Starred values were filed as active, the others as inactive; u = inconclusive; x = no result given; & = joins results of further samples. Unless noted, calls follow the shape of the dose curve; as a rule, active = well fitted curve in the direction sought with a large enough effect; inconclusive = small, poorly fitted or top-dose-only effect, or another doubt; inactive = no such curve, though single readings can be large; an effect the other way counts as inactive or inconclusive. The list is partial. The share of hits here may be higher or lower than overall.

The line under a structure holds: D1 agonist | Anesthetic bind | D2 potentiator | D1 antag | TRHR PAM | TRHR ag | D1 potentiator | RXFP1 antagonist | RXFP1 agonist
CC(C)CC(=O)Nc1nnc(S(=O)(=O)N(C)Cc2ccc(Cl)cc2)s1
    4.3 | -1.9% | -5.3 | 1.9 | 5.3 | 0.5 | -2.5 | -11.9 | 1.9%
CCCCn1c(N)c(N(CC)C(=O)c2ccc([N+](=O)[O-])c(C)c2)c(=O)[nH]c1=O
    5.0 | 2.6% | -17.0 | -2.8 | 10.3 | -0.9 | -3.7 | 0.9 | -1.2%
CNC(=S)NNc1ccccc1[N+](=O)[O-]
    3.9 | -16.7% | 13.8 | 7.1 | 13.5 | 0.0 | 3.1 | -16.3 | -1.7%
CCCCC(=O)N1C/C=C\C(c2ccc(OC)cc2)N(Cc2ccc(F)cc2)C(=O)C1 (centres undefined)
    1.1 | -14.8% | -4.2 | 0.4 | -8.4 | 0.4 | -2.8 | x | 2.3%
O=C(NCc1ccccc1F)C(=O)NCC(c1ccco1)S(=O)(=O)c1cccs1 (centres undefined)
    -0.6 | 0.2% | -2.8 | x | -0.5 | -0.2 | 0.2 | -10.6 | 1.9%
Cc1onc(-c2ccccc2Cl)c1C(=O)OCC(=O)Nc1ccc2c(c1)OCO2
    10.3 | -13.4% | x | 0.4 | 9.7 | 0.7 | 3.2 | 18.5 | 0.1%
COc1ccccc1C1CC(c2ccco2)=NN1S(C)(=O)=O (centres undefined)
    -0.8 | -6.8% | 2.5 | 5.7 | -3.5 | 0.0 | 0.1 | -6.6 | -0.4%
CCOC(=O)CC(=O)CSc1nc(N)c(C#N)c(-c2ccc(F)cc2)c1C#N
    4.1 | u | 3.7 | -26.1 | 0.9 | 2.8 | -2.6 | 8.2 | 3.0%
O=C(O)C1CCCCC1C(=O)N1CCCC1 (centres undefined)
    2.2 | -4.7% | -1.2 | 5.5 | 10.8 | 0.7 | -2.9 | 6.0 | 1.0%
O=C(Cn1nc(-c2ccccc2)ccc1=O)Nc1ccc(NC(=O)c2ccccn2)cc1
    1.2 | -8.0% | 2.1 | -13.2 | -3.1 | 2.0 | -7.5 | -6.4 | 2.4%
COC(=O)CSc1nc2sccc2c(=O)n1-c1ccccc1
    1.5 | -1.0% | 4.2 | 3.3 | 2.7 | -0.9 | 13.8 | -3.7 | 2.3%
COc1cccc(-c2cc(C(=O)N3CCN(c4ccc(F)cc4)CC3)no2)c1
    2.3&2.0 | -0.8%&-3.3% | 0.1&19.8 | 0.9&-6.2 | 17.5&13.6 | 1.4&0.4 | -6.8&1.7 | 18.2&-15.6 | -0.3%&0.7%
O=C(c1ccccc1Cl)N1N=C(c2ccc(Br)cc2)CC1c1nc2ccccc2[nH]1 (centres undefined)
    4.2 | -12.5% | -1.1 | 0.2 | 1.3 | -0.5 | 2.2 | -11.5 | -0.1%
CN(C)N1C(N)=C(C#N)C(c2cccc(Cl)c2)C2=C1CCCC2=O (centres undefined)
    4.8 | -17.6% | 10.9 | -3.2 | -2.4 | -0.9 | -3.8 | 4.5 | 3.4%
COc1cccc(OC)c1C(=O)Nc1ccc(Cc2ccncc2)cc1
    2.2 | -8.0% | 8.2 | -24.8 | 4.9 | -0.4 | 2.3 | 7.2 | -0.7%
COc1ccc(NS(=O)(=O)c2cc(C(=O)O)ccc2C)cc1
    0.3 | -21.2% | 18.0 | 0.6 | 7.1 | -0.7 | -4.4 | 0.7 | 4.7%
CNC(=O)COC(=O)c1c2c(nc3ccccc13)CCC2
    -0.2 | -15.7% | -7.9 | 7.5 | -2.3 | -1.2 | -9.3 | 7.0 | 3.0%
CC(=O)c1cc(-c2ccccc2)n(CC(=O)Nc2ccc(C)cc2C)c1C
    0.3 | -0.1% | -3.8 | -0.8 | 0.2 | -0.4 | -4.4 | 6.5 | -0.5%
CCOC(=O)Cc1nnc(Nc2cc(C)ccc2C)c2ccccc12
    0.4 | -17.2% | -4.4 | -5.8 | -9.6 | -2.4 | -5.5 | -5.6 | 2.9%
COc1cc(Cl)c(S(=O)(=O)NCCCn2ccnc2)cc1Cl
    2.6 | u | -0.9 | -15.2 | -11.8 | 0.2 | -3.0 | -35.9 | 0.6%
O=C(COc1ccc([N+](=O)[O-])cc1)Nc1ccc(N2CCCC2)cc1
    1.9 | -5.0% | 3.2 | 4.2 | -7.7 | 1.6 | -1.8 | -6.2 | -1.8%
CCOC(=O)c1ccc(NC(=O)CN(Cc2ccc(C)cc2)S(=O)(=O)c2ccc(C)cc2)cc1
    10.3 | -5.7% | -4.0 | 11.7 | 7.8 | 3.2 | -2.4 | x | -0.6%
Nc1cnc(CNc2ccccc2Cl)cn1
    1.9 | 0.2% | -2.9 | 14.7 | 21.8 | -0.1 | -9.4 | x | 4.8%
CC(C)C[C@H](NC(=O)NCc1ccc(F)cc1)C(=O)O
    0.7 | -0.4% | -0.3 | -4.7 | 0.3 | 0.6 | -0.1 | -1.8 | 0.4%
CCOc1ccc(NC(=O)CN(C)C(=O)CN2C(=O)c3ccc([N+](=O)[O-])cc3C2=O)cc1OCC
    4.6 | x | 5.5 | 2.1 | -4.0 | 0.0 | -1.1 | -7.8 | 0.9%
CC1CN(C(=O)C2(C)CC2(Br)Br)CC(C)O1 (centres undefined)
    0.3 | -7.1% | 2.7 | -1.5 | 3.7 | 0.1 | -8.1 | x | -0.4%
CS(=O)(=O)c1ccc(C(=O)Nc2cccc(-c3nc4ccccc4[nH]3)c2)cc1
    1.9 | 0.0% | 3.9 | -11.7 | 1.4 | 0.5 | -2.2 | 4.0 | 0.7%
O=C(CCN1CCCCC1)NCC1OCCc2ccccc21 (centres undefined)
    1.6 | -11.2% | -12.2 | 24.2 | -6.2 | 0.1 | 1.1 | -2.9 | 1.1%
COc1ccc(NC(=O)C/C(C)=N/NC(=O)c2cnccn2)cc1Cl
    4.0 | -21.6% | -7.0 | -17.2 | 3.2 | 0.1 | -5.0 | 3.7 | 2.7%
O=[N+]([O-])c1ccc2[nH]c(O)c(N=NC3CS(=O)(=O)CC3O)c2c1 (centres undefined)
    1.3 | -1.7% | -1.8 | 24.1 | -1.4 | 0.3 | -1.9 | 1.1 | 1.1%

As a short view, 3 of the compounds above.
The line under a structure holds: D1 agonist | Anesthetic bind | D2 potentiator | D1 antag | TRHR PAM | TRHR ag | D1 potentiator | RXFP1 antagonist | RXFP1 agonist
CC(C)CC(=O)Nc1nnc(S(=O)(=O)N(C)Cc2ccc(Cl)cc2)s1
    4.3 | -1.9% | -5.3 | 1.9 | 5.3 | 0.5 | -2.5 | -11.9 | 1.9%
CCCCn1c(N)c(N(CC)C(=O)c2ccc([N+](=O)[O-])c(C)c2)c(=O)[nH]c1=O
    5.0 | 2.6% | -17.0 | -2.8 | 10.3 | -0.9 | -3.7 | 0.9 | -1.2%
CNC(=S)NNc1ccccc1[N+](=O)[O-]
    3.9 | -16.7% | 13.8 | 7.1 | 13.5 | 0.0 | 3.1 | -16.3 | -1.7%

Remaining list, next part
The line under a structure holds: D1 agonist | Anesthetic bind | D2 potentiator | D1 antag | TRHR PAM | TRHR ag | D1 potentiator | RXFP1 antagonist | RXFP1 agonist
N#Cc1c(SCC(N)=O)nsc1SCc1ccccc1Cl
    15.3 | u | 9.6 | -24.7 | -4.8 | 1.1 | -8.4 | -11.8 | 0.8%
CC1CCN(S(=O)(=O)c2ccc3c(c2)N(CC(=O)NCc2ccccc2Cl)C(=O)CS3)CC1
    -1.6 | -6.1% | 4.2 | -10.3 | -4.6 | 0.1 | -1.0 | -20.6 | -0.8%
CCOc1ccc(-c2[nH]ncc2Oc2ccccc2OCC)c(O)c1
    13.4 | u | -10.2 | -20.5 | 6.7 | 0.0 | -1.9 | -21.4 | 1.5%
Cc1nn(CC(=O)NCc2cc3ccccc3[nH]2)c(C)c1[N+](=O)[O-]
    -1.9 | 1.9% | x | -41.0* | -4.5 | 0.0 | -17.6 | -7.4 | 2.4%
O=C(C1CCC1)N1CCC(c2nc3c(nnn3Cc3c(F)cccc3Cl)c(=O)[nH]2)CC1
    3.7 | -19.4% | 14.0 | 1.0 | -2.5 | 0.0 | 3.9 | -1.1 | -0.2%
CN(C)CCCNC(=O)c1cc2sc3ccccc3c2s1
    12.2 | -18.8% | -11.4 | 7.6 | -4.6 | 2.7 | -7.7 | u | -0.6%
CCOc1ccc(NC(=S)N(CCc2ccncc2)C(C)C)cc1
    3.0 | -5.0% | -0.5 | 3.5 | -4.5 | -0.7 | -4.5 | 3.0 | -1.0%
Cc1n[nH]c(=S)n1/N=C/c1ccc(OCc2ccc(Cl)cc2Cl)cc1
    3.6 | u | 1.5 | -8.7 | 2.1 | 0.4 | -0.8 | -30.8 | 0.0%
Cn1c(=O)c(C(=O)CCl)c(N)n(CC2CC2)c1=O
    1.2 | -1.4% | x | -18.2 | -2.7 | 0.1 | -4.0 | x | 1.8%
Cc1cc(NC(=O)CCSc2ccccc2)ccc1Br
    5.1 | -17.2% | 4.3 | -30.4* | 18.0 | -0.4 | -9.3 | -3.9 | -1.4%
O=C(Nc1ccc(S(=O)(=O)N2CCCCC2)cc1)c1ccc(=O)[nH]c1
    0.7 | x | 6.0 | -4.6 | 2.6 | 0.2 | 1.9 | 6.1 | -0.5%
Cc1cccc(OCc2nnc(SCC(=O)Nc3cc(C)on3)n2C)c1
    0.5 | -12.8% | -9.9 | -3.3 | 0.2 | 0.1 | -1.1 | -12.3 | 0.2%
O=C(CC1C(=O)NCCN1CC1CCCCC1)NCc1ccc(F)cc1F (centres undefined)
    5.0 | -2.7% | -6.4 | 0.4 | 4.0 | 0.8 | -2.2 | -11.3 | -2.1%
COC(=O)c1cc(-c2cc(OC)ccc2OC)nc2c1c(=O)n(C)c(=O)n2Cc1ccccc1
    2.3 | -2.9% | -3.5 | -1.7 | -0.5 | -0.1 | 4.0 | -8.5 | -1.6%
CC1(C)O[C@@H]2[C@H](O1)[C@@H](COS(=O)(=O)O)O[C@H]2n1cnc2c(N)ncnc21
    3.0 | x | -9.7 | -30.9* | 1.9 | -0.1 | -4.1 | x | 15.8µM*
O=C(N/N=C(\CC(=O)c1cccs1)C(F)(F)F)c1ccncc1
    3.0 | -17.2% | 2.1 | -7.2 | -2.9 | -0.6 | -3.2 | 23.0 | 0.5%
Clc1cccc(N2CCN(c3ncnc4nc[nH]c34)CC2)c1
    2.0 | -2.4% | -2.2 | -7.1 | 10.7 | 0.3 | -1.7 | 4.5 | 2.8%
COc1ccc(S(=O)(=O)NC2CC3CCC2C3)cc1Cl (centres undefined)
    8.3 | u | -4.4 | -7.7 | 0.5 | 0.1 | -5.7 | 9.5 | 1.1%
